TNAP inh hiacc: blocks human TNAP under high phosphate acceptor concentration; P05186; purified TNAP, CDP-star luminescence, 1 M DEA; inhibition, % at 20 µM; actives 0.03% (n = 200,000);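 active = over 50% inhibition of tissue-nonspecific alkaline phosphatase at 20 µM in the single-dose screen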;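 note: plate controls were DMSO wells for no effect and EDTA-quenched wells as full inhibition for full effect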
Target sequence (P05186 whole entry, looked up): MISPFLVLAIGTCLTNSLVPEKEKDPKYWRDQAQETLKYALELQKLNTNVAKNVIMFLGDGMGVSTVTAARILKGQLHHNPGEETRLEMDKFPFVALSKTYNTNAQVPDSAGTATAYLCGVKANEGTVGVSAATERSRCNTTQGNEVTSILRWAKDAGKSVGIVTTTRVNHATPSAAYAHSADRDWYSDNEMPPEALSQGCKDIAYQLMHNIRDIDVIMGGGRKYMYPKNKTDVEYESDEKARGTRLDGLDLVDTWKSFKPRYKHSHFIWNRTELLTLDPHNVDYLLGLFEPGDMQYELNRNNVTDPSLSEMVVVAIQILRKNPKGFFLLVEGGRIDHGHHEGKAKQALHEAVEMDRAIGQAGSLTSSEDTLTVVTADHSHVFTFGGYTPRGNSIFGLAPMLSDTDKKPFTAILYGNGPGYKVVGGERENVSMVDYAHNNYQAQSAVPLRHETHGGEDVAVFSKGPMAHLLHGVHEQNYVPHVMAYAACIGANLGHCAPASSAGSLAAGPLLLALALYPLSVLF
Efa HMGR inh: blocks class II HMG-CoA reductase of Enterococcus faecalis. actives 0.41% (n = 190,000). inhibition, % at 10 µM. purified E. faecalis HMGR, NADPH absorbance 340 nm kinetic;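 active = inhibition above a set limit, the median over all tested compounds plus 3 SD, cut at about 9.5% in these data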;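 note: enzyme runs in reverse so mevalonate oxidation gives rising NADPH absorbance; 0% = complete reaction with DMSO and 100% = background rate lacking mevalonate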
bIAP act: intestinal alkaline phosphatase (bovine) activation; purified bovine IAP, CDP-star luminescence, 30 min; hits give high values; fold of DMSO-control signal, blank-subtracted; activation factor at 20 µM; actives 0.17% (n = 200,000);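 active = activation factor of 2 or more at 20 µM, a signal rise over negative controls twice the positive control's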
TNAP act hiacc: increases human TNAP activity under high phosphate acceptor concentration | activation factor at 20 µM | purified TNAP, CDP-star luminescence, 1 M DEA, 30 min; hits give high values; 0 = EDTA background, 1 = DMSO-only activity | AID 1136 | P05186 | 200,000 tested, under 10 active;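 active = activation factor at least 2 at 20 µM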
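Control set: EDTA negative control, DMSO positive control / Assay system: human TNAP / Quantity: TNAP 1/800 final / Evaluation: TNAP activation factor scaled between EDTA and DMSO control wells / Measured by: luminescent substrate turnover signal / Compound dosing: one dose, 20 µM / Times: 30 min enzyme reaction at room temperature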
TNAP inh noacc: blocks human TNAP activity with no phosphate acceptor present; purified TNAP, CDP-star luminescence, 30 min; actives 0.26% (n = 200,000); inhibition, % at 20 µM;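 active = tissue-nonspecific alkaline phosphatase inhibition above about 50% at 20 µM in the single-dose screen, limit read from the data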;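 note: 0% = DMSO negative control and 100% = EDTA positive control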
TR-FRET SRC-2 ct: counter-screen for PPARgamma SRC-2 recruitment agonists: TR-FRET artefact; hits give high values; TR-FRET ratio at 8 µM; actives 0.4% (n = 200,000); AID 1049; in the data active = TR-FRET ratio above about 2000; note: inactives centre near 1500
PPARg SRC-1 ag: agonists of human PPARgamma SRC-1 coactivator recruitment; P37231; PPARgamma-SRC-1 coactivator recruitment biochemical assay; activation, % at 8 µM; actives 0.41% (n = 200,000); AID 631; in the data active = activation above about 19%;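 note: 0% = DMSO and 100% = reference agonist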
Target sequence (P37231 whole entry, looked up): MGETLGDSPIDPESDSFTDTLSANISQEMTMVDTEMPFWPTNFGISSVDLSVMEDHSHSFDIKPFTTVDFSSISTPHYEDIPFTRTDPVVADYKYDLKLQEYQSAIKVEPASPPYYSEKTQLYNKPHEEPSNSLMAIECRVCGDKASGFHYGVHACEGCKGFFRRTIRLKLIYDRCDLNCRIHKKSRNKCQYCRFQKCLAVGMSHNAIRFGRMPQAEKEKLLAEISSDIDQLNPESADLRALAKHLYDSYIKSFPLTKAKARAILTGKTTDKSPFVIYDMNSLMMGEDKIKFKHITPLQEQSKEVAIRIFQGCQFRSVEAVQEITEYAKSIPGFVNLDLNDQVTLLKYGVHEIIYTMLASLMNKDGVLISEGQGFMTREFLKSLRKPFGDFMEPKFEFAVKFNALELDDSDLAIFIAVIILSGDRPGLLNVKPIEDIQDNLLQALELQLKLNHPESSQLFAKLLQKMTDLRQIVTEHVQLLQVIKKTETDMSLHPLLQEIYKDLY
PPARg SRC3 recr: agonists of human PPARgamma SRC-3 coactivator recruitment; activation, % at 8 µM; biochemical PPARgamma/SRC-3 coactivator recruitment assay; actives 0.26% (n = 200,000); AID 731; in the data active = activation above about 23%;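 note: 0% = DMSO and 100% = reference agonist; some compounds past the cut are filed as inactive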
bIAP inhibitor: intestinal alkaline phosphatase (bovine) inhibition; inhibition, % at 20 µM; AID 1019; 190,000 tested, under 10 active; purified bovine IAP, CDP-star luminescence, 30 min;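 active = over 50% inhibition of intestinal alkaline phosphatase at 20 µM in the single-dose screen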
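test system = bovine IAP enzyme | medium = DEA buffer 100 mM, pH 9.8, with MgCl2 1.0 mM, ZnCl2 0.02 mM | detection = luminescence | dosing = single compound dose of 20 µM, 2% DMSO final | incubation = 30 min reaction at room temperature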
PPARg SRC-2 ag: PPARgamma-driven SRC-2 recruitment agonism; PPARgamma LBD-SRC-2 recruitment, biochemical; activation, % at 8 µM; actives 0.34% (n = 200,000); in the data active = activation above about 22%;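 note: 0% = vehicle and 100% = reference agonist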
Numbers without * were called inactive; . = no result given.

SMILES	TNAP inh hiacc	Efa HMGR inh	bIAP act	TNAP act hiacc	TNAP inh noacc	TR-FRET SRC-2 ct	PPARg SRC-1 ag	PPARg SRC3 recr	bIAP inhibitor	PPARg SRC-2 ag
CC(C)Oc1cc2oc(=O)c3c(c2cc1Cl)CCC3	-6	0	0.9	1.1	-14	1506	0	-9	14	6
CCOCCCNc1nc2c(c(=O)[nH]c(=O)n2C)n1CCCc1ccccc1	-2	2	0.9	1	-5	1589	0	7	12	19
CC(C)Sc1nnc([C@H](Cc2c[nH]c3ccccc23)NC(=O)OC(C)(C)C)o1	-2	4	1	1	-3	1573	-3	9	-4	8
COc1ccccc1CNC(=O)/C=C/c1cc2c(cc1Br)OCO2	-7	-3	1.1	1.1	-14	1598	12	6	-6	5
COc1ccc(NC(=O)CSc2nnc(C3CC3)n2-c2ccccc2)cc1	-6	1	1	1.1	-13	1652	8	1	-1	2
O=C(COC(=O)CNS(=O)(=O)/C=C/c1ccccc1)Nc1cc(S(=O)(=O)N2CCCCC2)ccc1Cl	-5	-2	1	1.1	-12	1496	8	8	0	3
O=C(c1ccccc1-c1nc(-c2ccccc2)no1)N1CCOCC1	0	-4	1	1	-6	1647	5	14	1	-4
COc1cccc(-n2c(COc3ccc(C)cc3)nnc2SCC(=O)O)c1	-10	1	1.1	1.1	-3	1395	-12	-4	-11	-1
O=C(O)c1ccc(Cn2cnc3scc(-c4ccccc4)c3c2=O)cc1	-3	1	1	1	-10	1532	-2	2	-4	1
COc1ccc(OC)c(NC(=O)Nc2nnc(N3CCC(C)CC3)s2)c1	3	-5	0.8	1	0	1406	2	4	16	-2

Single records, as listed above:
Listed for `CC(C)Sc1nnc([C@H](Cc2c[nH]c3ccccc23)NC(=O)OC(C)(C)C)o1` = TNAP inh hiacc = -2; Efa HMGR inh = 4; bIAP act = 1; TNAP act hiacc = 1; TNAP inh noacc = -3; TR-FRET SRC-2 ct = 1573; PPARg SRC-1 ag = -3; PPARg SRC3 recr = 9; bIAP inhibitor = -4; PPARg SRC-2 ag = 8
Listed for `COc1ccc(OC)c(NC(=O)Nc2nnc(N3CCC(C)CC3)s2)c1` = TNAP inh hiacc = 3; Efa HMGR inh = -5; bIAP act = 0.8; TNAP act hiacc = 1; TNAP inh noacc = 0; TR-FRET SRC-2 ct = 1406; PPARg SRC-1 ag = 2; PPARg SRC3 recr = 4; bIAP inhibitor = 16; PPARg SRC-2 ag = -2

Remaining list, next part:
SMILES	TNAP inh hiacc	Efa HMGR inh	bIAP act	TNAP act hiacc	TNAP inh noacc	TR-FRET SRC-2 ct	PPARg SRC-1 ag	PPARg SRC3 recr	bIAP inhibitor	PPARg SRC-2 ag
Cc1ccc(NC(=O)CCN2C(=O)OC(C)(C)C2(C)O)cc1 (centres undefined)	-1	1	1.1	1	-11	1651	2	5	-13	3
COc1cccc(-c2nc3cc(C)ccc3o2)c1	-6	-4	1	1.1	2	1474	3	-2	2	-6
O=C(O)C1=C[C@@H](c2csc3ccccc23)C[C@@H](OCCCCO)O1	-4	-6	1.2	1	-4	1440	-4	-7	-21	-7
O=C(/C=C/c1ccco1)Nc1cccc(-c2nc3ccccc3[nH]2)c1	0	-2	0.8	1	-2	1726	5	6	20	3
O=S(=O)(c1ccc(NCCc2c[nH]c3ccccc23)nc1)N1CCOCC1	2	-1	0.9	1	-9	1493	-1	6	5	6
CCOC(=O)c1c(C)[nH]c(C(=O)NNC(=O)c2ccccc2)c1C	-4	0	1.1	1	-11	1477	-5	-6	-12	1
CC1CCc2c(sc(NC(=O)COC(=O)C3CCCO3)c2C#N)C1 (centres undefined)	-1	-5	1.2	1	-7	1573	-2	8	-16	-1
Fc1cccc(Cl)c1/C=N/n1c(-c2cccnc2)n[nH]c1=S	-5	0	0.9	1.1	15	1598	4	4	9	3
COc1ccc(OC)c(S(=O)(=O)Nc2ccc(CC(=O)O)cc2)c1	0	-1	1	1	1	1742	2	1	2	7
CCn1c(SCC(=O)OC)nc2sc3c(c2c1=O)CCC3	-2	-1	1.1	1	-2	1414	5	3	-6	7

Results in TNAP inh hiacc (two entries from above):
mol	TNAP inh hiacc
COc1ccc(OC)c(S(=O)(=O)Nc2ccc(CC(=O)O)cc2)c1	0
O=C(/C=C/c1ccco1)Nc1cccc(-c2nc3ccccc3[nH]2)c1	0

(cont.)
SMILES	TNAP inh hiacc	Efa HMGR inh	bIAP act	TNAP act hiacc	TNAP inh noacc	TR-FRET SRC-2 ct	PPARg SRC-1 ag	PPARg SRC3 recr	bIAP inhibitor	PPARg SRC-2 ag
CCCCCC(=O)N1CCN(CCN=CC2=C(O)CC(c3ccco3)CC2=O)CC1 (centres undefined)	-6	0	1	1.1	-11	1548	1	-2	2	5
Cc1ccc(C23CC4CC(CC(NC(=O)NCCN(C)C)(C4)C2)C3)cc1	8	-3	1.4	0.9	-14	1560	3	1	-37	2
O=C(c1ccccc1Oc1ccccc1)N1CCN(c2ccccc2F)CC1	-2	5	1.1	1	-13	1587	-2	10	-5	-2
Cc1c(Br)c([N+](=O)[O-])nn1CC(=O)N1CCCc2ccccc21	0	3	1	1	-1	1489	-1	-7	0	-3
C/C(=N/NC(=O)c1ccncc1)c1c[nH]c2ccccc12	8	2	1	0.9	10	1425	-1	-8	-5	-1
S=C(NCc1ccncc1)NC1CCCCC1	-2	5	0.9	1	-10	1619	5	1	6	-3
CC1CC2(C)Oc3ccccc3CC2C(C)C1CNCCCN(C)C (centres undefined)	-5	2	1.1	1	-10	1497	-4	-3	-8	-5
COc1ccc(N2C3=[N+](CCCC3)CC2(C)O)cc1 (centres undefined)	-2	-1	0.9	1	-10	.	.	.	14	.
O=[N+]([O-])c1cc2c(c(CSc3ncccn3)c1)OCOC2	-7	2	1	1.1	-11	1738	-1	1	-4	10
COc1ccc(CCNC(=O)/C=C/C(=O)O)cc1	-2	0	1.2	1	-1	1416	2	3	-20	8
Cc1ccc(NC(=O)COC(=O)c2cc(Cl)ccc2Cl)c(Br)c1	-1	1	0.8	1	-6	1404	1	-1	17	0
COc1ccc(NC(=S)N2CCN(C(=O)c3ccco3)CC2)c(OC)c1	2	-7	0.9	1	-4	1751	8	2	7	5
CCN(CC)C1=N/C(=C\c2ccc(OC)cc2)C(=O)N1c1ccccc1	-5	-4	0.9	1	-7	1589	4	-2	9	5
COc1ccccc1Cn1c(C)nnc1-c1cnn(C)c1N	-5	-6	1	1.1	-14	1466	-1	-1	1	-2
CC1(C)OC(=O)N(c2ccccn2)C1(C)O (centres undefined)	-6	-6	0.9	1.1	-12	1388	-7	3	8	-8
O=C(Nc1nc2ccccc2s1)C1CC(=O)N(c2ccc(Br)cc2)C1 (centres undefined)	-4	-6	0.9	1	-4	1319	-6	-3	7	-6
Fc1ccc(N2CCN(Cc3ccccn3)CC2)cc1	0	-6	1.1	1	-6	1494	4	-5	-8	-4
C/C(Cl)=C\Cn1c(O)c(N=O)c2ccccc21	-3	-3	1	1	1	1634	-1	0	-5	4
O=C(Nc1ccc(Cl)cc1)N1CCCN(Cc2ccc(F)cc2)C1	-1	-4	0.8	1	-12	1580	6	5	19	-4
CSc1ccccc1NC(=O)CN(c1cc(C)cc(C)c1)S(C)(=O)=O	-5	-3	0.9	1.1	-9	1607	4	3	6	-3
CC1(C)Cc2c(cnn2-c2ccccc2)C(=O)/C1=N\NC(=O)c1ccccc1O	1	3	0.9	1	-4	1384	-5	8	10	4
CC1=NOC(=O)/C1=C\c1ccc(-c2ccc(Cl)cc2Cl)o1	-2	-2	0.8	1	-2	1622	8	-1	20	7
O=C1CCCc2ccccc2N1Cc1ccc(Cl)cc1	-6	-4	1.1	1.1	-9	1531	4	12	-6	9
CCn1c(SCC(=O)Nc2nc(C)c(C)s2)nnc1-c1cccnc1	-4	0	1	1	-4	1519	-1	5	-2	4
COCCn1c(=S)[nH]c2cc(C(=O)N3CCc4ccccc43)ccc2c1=O	-2	-2	0.9	1	-10	1467	0	-1	8	10
CC(C(=O)Nc1ccc2nccnc2c1)N1C(=O)C2C3C=CC(C3)C2C1=O (centres undefined)	-4	-4	0.9	1	-9	1558	2	-2	8	12
CC(=O)c1cccc(S(=O)(=O)N2CCN(c3ccccc3F)CC2)c1	-4	-1	0.9	1	-14	1780	11	2	8	2
O=C(CCl)Nc1cc(-c2ccccc2)nn1-c1ccccc1	-4	-2	0.9	1	-12	1704	5	7	7	7
CCc1ccc(C(=O)CSc2n[nH]c(C)n2)cc1	-5	-2	1.7	1.1	-10	1546	1	3	-66	3
CC(C)(C)c1ccc(S(=O)(=O)NCCc2ccncc2)cc1	-5	-5	0.9	1.1	-8	1549	0	1	13	-1

An excerpt of these results, field by field:
COc1ccc(NC(=O)CSc2nnc(C3CC3)n2-c2ccccc2)cc1
  TNAP inh hiacc = -6	Efa HMGR inh = 1	bIAP act = 1	TNAP act hiacc = 1.1	TNAP inh noacc = -13	TR-FRET SRC-2 ct = 1652	PPARg SRC-1 ag = 8	PPARg SRC3 recr = 1	bIAP inhibitor = -1	PPARg SRC-2 ag = 2
O=C(COC(=O)CNS(=O)(=O)/C=C/c1ccccc1)Nc1cc(S(=O)(=O)N2CCCCC2)ccc1Cl
  TNAP inh hiacc = -5	Efa HMGR inh = -2	bIAP act = 1	TNAP act hiacc = 1.1	TNAP inh noacc = -12	TR-FRET SRC-2 ct = 1496	PPARg SRC-1 ag = 8	PPARg SRC3 recr = 8	bIAP inhibitor = 0	PPARg SRC-2 ag = 3

Next entries
SMILES	TNAP inh hiacc	Efa HMGR inh	bIAP act	TNAP act hiacc	TNAP inh noacc	TR-FRET SRC-2 ct	PPARg SRC-1 ag	PPARg SRC3 recr	bIAP inhibitor	PPARg SRC-2 ag
CS(=O)(=O)N1CCC(C(=O)Nc2ccccc2)CC1	0	-6	0.7	1	-6	1503	1	-8	33	-5
O=C(COc1ccccc1)NNC(=O)c1cccs1	-3	-1	0.9	1	-11	1722	5	1	11	13
CC1CCCCN1C(=O)NC12CC3CC(CC(C3)C1)C2 (centres undefined)	0	-6	0.9	1	-4	1472	0	-5	6	-6
CCOc1ccc(C(=O)Nc2ccc(N3CCCC3)cc2)cc1	2	2	0.9	1	-4	1592	9	16	11	17
CCN1CCc2c(C#N)c(N3CCOCC3)nc(NCc3ccccc3)c2C1	-6	-5	1	1.1	-12	1434	5	5	2	2
O=C(COC(=O)c1ccc(S(=O)(=O)N2CCOCC2)cc1)NC1CCCCCC1	-6	-2	1	1.1	-10	1613	-5	0	2	-5
Cc1nc(CN2CCOCC2)cc(=O)[nH]1	-2	0	0.9	1	-12	1469	4	19	7	5
COc1ccc(C2C(C#N)=C(N)OC3=C2C(=O)CCC3)cc1Cn1nc(C)c([N+](=O)[O-])c1C (centres undefined)	1	-4	1	1	9	1451	3	13	0	-2
Cc1ccc(CNC(=O)C2CC(=O)N(C3CCCCCCC3)C2)cc1 (centres undefined)	-4	-3	1	1	-7	1573	-4	-6	-3	6
Cc1ccc(NC2CC(=O)N(CCc3ccccc3)C2=O)cc1 (centres undefined)	-6	-2	1	1.1	-8	1544	2	-6	0	4
CN(C)S(=O)(=O)c1cccc(NC(=O)COC(=O)c2cc(=O)[nH]c(=O)[nH]2)c1	0	1	1.2	1	-2	1526	7	2	-21	7

Screening results deposited in PubChem by several laboratories.
